From PubChem BioAssay
TGFb SMAD3 inh: qHTS for Inhibitors of TGF-b | 1.2% of 410,000 active | Potency, µM (doses to about 46.1 µM), without a hit: at the top dose activity, negative = inhibition, actives largely listed as inhibitors | AID 588855, 2011 | HepG2 CAGA-GFP TGF-b/SMAD3 reporter, GFP fluorescence, 18 h; TGF-beta stimulated, 500 pg/mL final; also: potency is read from the fitted curve at half-maximal effect; % is scaled to controls: 0 for no effect and ±100 for the full control effect; nearly all actives have a fitted effect of over 65% in size
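HEPG2 CAGA-GFP reporter cells (1000/well, DMEM with 1% FBS) received compounds, then recombinant TGF-beta at 500 pg/mL final for 18 hours at 37 degrees C. Per-cell GFP summed per well was normalised to unstimulated and stimulated DMSO controls before curve fitting.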
Nrf2 inh: Nrf2 qHTS screen for inhibitors; A549 ARE-Fluc reporter, luciferase luminescence, 18-24 h; Potency, µM (highest dose often 46 µM), for inactives: top-dose activity change, negative = inhibition, most hits filed as inhibitors; 2.1% of 360,000 active; also: potency is read from the fitted curve at half-maximal effect; % is scaled to controls: 0 for no effect and ±100 for the full control effect; nearly all actives have a fitted effect of over 60% in size
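Nrf2 function is reported as luminescence of an ARE-controlled luciferase in A549 cells. Compounds were tested at several concentrations, and a CellTiter-Fluor read on the same wells flagged cytotoxicity.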
IL-2 act: qHTS of IL-2 Activators. IL-2 activation reporter assay, cell-based qHTS; stimulated with anti-CD3/CD4/CD28 beads; in transgenic mouse T cells. activation, % (series mostly up to about 46 µM). 0.065% of 360,000 active; in the data active = activation above about 50%; inconclusive = mostly about 30% to 49%; also: 0% is about no effect
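Readout is EGFP and DsRed signal by fluorescent plate cytometry after 18 h at 37 degrees C. Transgenic mouse T cells (750/well) received compound for 60 min before bead stimulation (anti-CD3, anti-CD4, anti-CD28); memory T cells served as non-tolerant control.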
EPAC2 ag: qHTS for Agonist of cAMP-regulated guanine nucleotide exchange factor 4 (EPAC2): primary screen; Potency, µM (top dose mostly 154 µM), without a hit: top-dose activation, most hits filed as activators; EPAC2 activation, biochemical qHTS; response scale: 100% = 6.5 mM cAMP response; 0.079% of 360,000 active; Rap guanine nucleotide exchange factor 4 (Homo sapiens), Q8WZA2; also: potency is read from the fitted curve at half-maximal effect; nearly all actives have a fitted effect of over 50% in size
Target sequence (Q8WZA2 whole entry, looked up): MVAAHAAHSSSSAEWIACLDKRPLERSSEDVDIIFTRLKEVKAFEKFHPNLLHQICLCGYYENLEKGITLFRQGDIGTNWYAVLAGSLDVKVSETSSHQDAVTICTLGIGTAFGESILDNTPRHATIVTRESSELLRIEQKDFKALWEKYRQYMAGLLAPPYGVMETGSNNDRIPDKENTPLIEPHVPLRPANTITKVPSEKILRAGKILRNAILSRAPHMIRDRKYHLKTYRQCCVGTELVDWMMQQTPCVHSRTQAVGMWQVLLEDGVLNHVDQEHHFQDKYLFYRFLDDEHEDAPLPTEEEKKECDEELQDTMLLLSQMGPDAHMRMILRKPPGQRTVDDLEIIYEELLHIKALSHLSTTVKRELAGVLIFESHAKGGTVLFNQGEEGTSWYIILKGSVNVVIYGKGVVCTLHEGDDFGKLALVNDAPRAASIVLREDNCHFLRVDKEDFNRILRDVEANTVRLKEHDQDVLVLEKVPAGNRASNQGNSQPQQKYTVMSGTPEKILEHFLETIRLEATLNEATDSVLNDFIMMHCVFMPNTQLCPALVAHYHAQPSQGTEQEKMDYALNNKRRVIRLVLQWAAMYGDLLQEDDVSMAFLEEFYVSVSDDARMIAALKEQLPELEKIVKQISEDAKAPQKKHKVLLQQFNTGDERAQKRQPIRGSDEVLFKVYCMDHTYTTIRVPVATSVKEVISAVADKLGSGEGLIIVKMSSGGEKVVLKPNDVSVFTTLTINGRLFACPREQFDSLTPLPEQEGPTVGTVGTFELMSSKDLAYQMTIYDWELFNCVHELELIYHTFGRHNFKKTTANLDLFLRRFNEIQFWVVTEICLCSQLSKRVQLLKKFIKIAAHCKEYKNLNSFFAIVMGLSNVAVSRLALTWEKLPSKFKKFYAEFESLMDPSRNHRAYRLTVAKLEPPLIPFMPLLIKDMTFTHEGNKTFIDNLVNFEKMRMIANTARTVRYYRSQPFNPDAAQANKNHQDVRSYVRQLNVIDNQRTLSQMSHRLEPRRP
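EPAC2 (100 nM) mixed with Rap1B loaded with BODIPY-GDP (250 nM) plus 50 uM unlabeled GDP; compounds pinned in, 5 min RT, then read every 5 min for 30 min (ex 480, em 540 nm). Normalized to cAMP control.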
HepG2 tox: qHTS for Inhibitors of TGF-b: Cytotox Counterscreen. HepG2 CAGA-GFP viability, ATP luminescence, 18 h. Potency, µM (series often up to 46.1 µM), without a hit: at the highest dose activity change, negative = cytotoxicity, actives largely listed as cytotoxic. 0.76% of 410,000 active; also: potency is read from the fitted curve at half-maximal effect; some results filed as inactive show a strong effect at the top dose
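HepG2 CAGA-GFP cells (1000/well, DMEM with 1% FBS) received compound, then TGF-beta at 500 pg/mL final, and were incubated 18 hours at 37 degrees C. Viability was read by CellTiter-Glo luminescence. Media-only wells were set as complete cell-killing and DMSO as no toxicity.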
A549 tox: Nrf2 qHTS screen for inhibitors: counterscreen for cytotoxicity | A549 ARE-Fluc cells, CellTiter-Fluor viability, 18-24 h | Potency, µM (highest dose often 46 µM), inactives show at the highest dose activity change, negative = cytotoxicity, most hits filed as inhibitors | 0.16% of 390,000 active; also: potency is read from the fitted curve at half-maximal effect; % is scaled to controls: 0 for no effect and ±100 for the full control effect
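A549 ARE_Fluc cells in 5% FBS OPTI-MEM were exposed to compounds in concentration-response for 18-24 h at 37 deg C. Viability was read by CellTiter-Fluor fluorescence (Ex 405/Em 525) after 30 min, before the luciferase read.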
ATXN viability: Viability Counterscreen for Primary qHTS for Inhibitors of ATXN expression. S2 cells (HEK-293 line with an ATXN2-luciferase reporter) viability, CellTiter-Fluor protease fluorescence, 24 h. Potency, µM (series often up to 56.7 µM), hits mostly cytotoxic. 0.49% of 400,000 active. AID 651635, 2014; also: potency is read from the fitted curve at half-maximal effect; nearly all actives have a fitted effect of over 40% in size
Nrf2 activator: qHTS of Nrf2 Activators; AREc32 ARE-luciferase reporter (MCF7-derived line), luminescence, 24 h; Potency, µM (top dose mostly 46.1 µM), inactives show top-dose activation, actives largely listed as activators; 0.31% of 410,000 active; AID 624171, 2012; also: potency is read from the fitted curve at half-maximal effect; % of control where 0% means no effect; nearly all actives have a fitted effect of over 65% in size
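Quantitative high-throughput format: AREc32 reporter cells, 1000 per well, received compound by pin transfer and were incubated 24 hr at 37 deg C, 5% CO2, before Steady-Glo luminescence detection.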
ATXN2 expr inh: Primary qHTS for Inhibitors of ATXN expression; 0.72% of 360,000 active; Potency, µM (doses to about 57 µM), inactives show top-dose activity change, negative = inhibition, most hits filed as inhibitors; HEK-293 ATXN2-luciferase reporter, luminescence, 24 h; also: potency is read from the fitted curve at half-maximal effect; % is scaled to controls: 0 for no effect and ±100 for the full control effect; nearly all actives have a fitted effect of over 55% in size
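ATXN2-luciferase reporter cells (luciferase flanked by upstream and downstream ATXN2 gene portions) were treated 24 h at 37 °C with compounds at up to 57 uM. SteadyGlo luminescence gave expression; GF-AFC fluorescence gave viability.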
* = called active by the depositor; i = inactive; ? = inconclusive; nt = not tested or not shown; & = joins results of further samples; [ ] = remark or other dose. Unless noted, calls follow the shape of the dose curve; as a rule, active = well fitted curve in the direction sought with a large enough effect; inconclusive = small, poorly fitted or top-dose-only effect, or another doubt; inactive = no such curve, though single readings can be large; an effect the other way counts as inactive or inconclusive.

SMILES	TGFb SMAD3 inh	Nrf2 inh	IL-2 act	EPAC2 ag	HepG2 tox	A549 tox	ATXN viability	Nrf2 activator	ATXN2 expr inh
O=C(NCCN1CCOCC1)c1cc([N+](=O)[O-])cc([N+](=O)[O-])c1	9%	-7%	1.4	8%	1%	-1%	i	-0.6%	-1%
O=C(O)c1cc(-n2nnnc2SCc2ccc([N+](=O)[O-])cc2)ccc1Cl	1%	11%	-3.3	17%	-10%	-7%	i	-1.7%	-11%
CC(C)CCNC(=O)CN(Cc1cccs1)C(=O)CCC(=O)Nc1nccs1	3%	-12%	-0.9	1%	0%	-1%	i	0.1%	-8%
Cc1ccc(-n2nnnc2C(=Cc2ccc(N(C)C)cc2)c2nnnn2-c2ccc(C)cc2)cc1	8%	-4%	2.8	12%	-8%	-28%	i	-0.4%	-3%
COc1ccc(NC(=O)C2CC2)cc1NS(=O)(=O)c1ccc(F)cc1	-3%	-4%	-1.3	4%	-2%	6%	i	0.4%	9%
N/C(CN1CCCC1=O)=N\OC(=O)c1ccc(Cl)c(Cl)c1	-4%	-1%	2.5	4%	-11%	2%	i	3.3%	4%
COc1ccccc1NS(=O)(=O)c1ccc(N/N=C/c2ccccc2OCC(=O)O)c([N+](=O)[O-])c1	?	13%	-0.8	11%	-3%	-10%	i	-0.5%	3%
CCc1ccc(NC(=O)CCNC(=O)Cn2ccc3ccccc3c2=O)cc1	27%	1%	0.5	7%	-4%	5%	i	2.7%	4%
CC1C(=O)N(Cc2cn(CC3CCCCC3)nn2)CCS(=O)(=O)N1Cc1ccc(-c2cccc(CO)c2)cc1 (configuration not stated)	?	nt	-3.5	5%	-24%	nt	?	6.7%	-34%
Cc1ccc(OCCN2C(=O)C(=O)c3cccc(C)c32)cc1	-3%	3%	-1.4	12%	-8%	1%	i	0.1%	17%
O=[N+]([O-])c1cc(S(=O)(=O)C(F)(F)F)ccc1NCC1CCCO1 (configuration not stated)	-6%	?	-2.5	8%	7%	-12%	i	5.2%	1%
CCOC(=O)c1oc2ccccc2c1NC(=O)COC	36%	0%	0.1	7%	-30%	2%	i	0.8%	-3%
COc1ccc(/C=C2\SC(=S)NC2=O)cc1OS(=O)(=O)c1ccc(NC(C)=O)cc1	-32%	-11%	1.1	-6%	4%	-21%	i	5.4%	-12%
CCOC(=O)c1c(N2C(=O)Nc3ccccc3N2O)sc2c1CCCC2	-5%	?	-1.3	2%	-14%	-1%	i	-0.2%	nt
CC(C)C(NS(=O)(=O)c1cccc(C(F)(F)F)c1)C(=O)N1CCc2ccccc2C1 (configuration not stated)	-8%	-14%	0.2	8%	-8%	-10%	i	-0.5%	4%
CC(C)c1[nH]nc2c1C(c1cccc(OC(=O)N3CCOCC3)c1)C(C#N)=C(N)O2 (configuration not stated)	?	nt	-0.7	-9%	-31%	-2%	i	3.4%	4%
O=C(Nc1cccc(C(=O)N2CCCc3ccccc32)c1)c1ccccc1	?	?	-0.9	16%	0%	-19%	?	1.7%	-16%
COC(=O)C1=C(C)N(c2ccc(OC)c(OC)c2)C(=O)/C1=C\c1cccs1	-3%	-4%	-0.4	-7%	-3%	-19%	i	2.2%	?
CC(C)c1ccc(NC2CCCN(C(=O)CN3CCOC3=O)C2)cc1 (configuration not stated)	18%	-1%	-2.0	-1%	3%	-2%	i	-0.5%	3%
Cn1c(COc2ccc(Cl)cc2Cl)nnc1SCC(=O)NCC1CCCO1 (configuration not stated)	7%	9%	-1.6	13%	-34%	-5%	i	-0.9%	-16%
CN(CC(=O)Nc1c(Cl)cccc1Cl)C(=O)CNC(=O)c1ccc2c(c1)OCO2	?	19%	-4.5	-6%	-2%	-8%	i	-0.3%	-7%
Cc1ccc(CCNC(=O)C2CCC(=O)N2CCc2ccccc2)cc1 (configuration not stated)	-4%	-6%	-0.7	4%	-11%	12%	i	3.3%	-18%
Cc1cccc(N2C(=O)CC(c3ccc(F)cc3)C3=C2COC3=O)c1 (configuration not stated)	0%&-4%	15%	0.2	-3%	-1%&-29%	-2%&1%	i	0.4%&-1.3%	9%&15%
CCCN1C(=O)c2ccccc2NC1c1cc(OC)c(OC)c(OC)c1 (configuration not stated)	-4%	-14%	-0.6	5%	1%	-12%	i	-0.2%	-3%
COC(=O)c1c(S(=O)(=O)N2CCOCC2)c(C)n(C)c1C	-9%	-8%	0.1	6%	1%	-1%	i	-0.4%	-10%
C[C@H](CO)N1C[C@H](C)[C@@H](CN(C)C(=O)Nc2ccccc2)Oc2ccc(NC(=O)C3CCCCC3)cc2C1=O	?	3%	0.1	-12%	1%	1%	i	-0.7%	5%
CC(C)CCNc1nc(N2CCCC2)c2c(c1C#N)CCN(C)C2	-25%	?	-2.4	-1%	-88%	?	?	4.3%	?
COc1ccc(NC(=O)CCC(=O)N2CCN(S(=O)(=O)c3ccc(C)cc3)CC2)c(OC)c1	23%	-1%	-0.6	5%	10%	2%	?	0.1%	0%
COc1cccc(/C=N/NC(=O)CCNc2n[nH]c(=O)[nH]c2=O)c1OC	-5%	15%	-0.1	6%	-5%	0%	i	-0.5%	3%
O=C(Nc1ccc(N2CCOCC2)c(Cl)c1)c1ccc(S(=O)(=O)N2CCOCC2)cc1	1%	-26%	0.0	3%	7%	1%	i	2.9%	-1%
CCCCCCCC(=O)NNC(=O)CCC(=O)O	17%	-7%	0.3	9%	-14%	-3%	i	-1.0%	-9%
Cc1cccc(OC(C)C(=O)NCc2ccc(S(N)(=O)=O)cc2)c1 (configuration not stated)	6%	-8%	-3.2	8%	6%	6%	i	0.0%	4%
COc1cc(OC)cc(C(=O)NCC(=O)OCC(=O)NCc2ccco2)c1	-19%	-4%	-5.1	-4%	-3%	-4%	i	0.4%	2%
O=C(NCc1ccccn1)C(=O)Nc1nc(C23CC4CC(CC(C4)C2)C3)cs1	-29%	?	-3.6	1%	-22%	-17%	i	0.1%	-8%
COc1ccc(S(=O)(=O)Nc2noc3ccccc23)cc1	-2%	-2%	-0.6	-2%	2%	-1%	i	-1.1%	nt
O=C(c1cc2ccccc2oc1=O)N(Cc1ccco1)Cc1cccs1	3%	-15%	0.9	4%	-31%	-3%	i	0.6%	5%
CC(C)OCC1CO1 (configuration not stated)	-8%	3%	0.2	5%	1%	-10%	i	-0.1%	-11%
COc1ccc(S(=O)(=O)N2CCNCC2)cc1OC	10%	2%	-4.1	3%	10%	6%	i	0.5%[9.22 µM]	6%
CC(C)Cc1nnc(NC(=O)c2ccc([N+](=O)[O-])cc2)s1	-3%	?	0.2	14%	-4%	-7%	i	1.1%	20%
COc1ccc(S(=O)(=O)O/N=C2\CCSc3ccc(C)cc32)cc1	?	-5%	-1.5	7%	-26%	-7%	?	-0.4%	-6%
C=C(C)Cn1c(Sc2nnc(C)s2)nc2c1c(=O)[nH]c(=O)n2C	36%[activator]	0%	-0.1	9%	2%	4%	i	0.1%	4%
O=C(NCc1nnc(SCC(=O)N2CCCCC2)o1)c1c(F)cccc1F	?	2%	-3.0	1%	-6%	-3%	i	-0.1%	-3%
CCOc1c(Br)cc(Br)cc1/C=C1\SC(N)=NC1=O	-19%	16%	-0.4	12%	1%	0%	i	-0.7%	0%
CCOC(=O)Cn1c(=O)oc2cc(S(=O)(=O)Nc3cccc(C)c3)ccc21	-8%	6%	-4.5	26%	-7%	-5%	i	1.7%	-10%
CCOc1ccc(N=C(NN)c2ccc3ccccc3n2)cc1	?	?	-5.3	3%	-21%	?	i	0.0%	-16%
Cc1cc2oc3c(c(=O)c2cc1C)C(c1ccc(C(C)C)cc1)N(c1nc(C)c(C)s1)C3=O (configuration not stated)	3%	9%	nt	nt	-6%	-1%	i	-0.8%	7%
CC(=O)C1=C(c2ccc(C)c(C)c2)N(C(C)=O)n2c(nnc2-c2ccc(Cl)cc2)S1	-4%	nt	nt	nt	-8%	-2%	nt	0.2%	nt
CS(=O)(=O)N(CC(=O)N1CCCC1)c1ccc(Cl)c(Cl)c1	1%	0%	-1.4	11%	-22%	7%	i	0.1%	7%
Nc1ncnc2c1ncn2[C@@H]1O[C@H](CNS(=O)(=O)c2cc3ccccc3s2)[C@@H](O)[C@H]1O	12%	-6%	-0.8	1%	3%	-9%	i	-0.5%	0%
Cc1ccc(S(=O)(=O)c2nc(-c3ccco3)oc2SCC(=O)Nc2ccc(F)cc2)cc1	-12%	-3%[9.27 µM]	nt	nt	-32%	9%	i	8.2%	-11%
CC(NC(=O)c1ccccc1F)c1nnc(SCC(=O)Nc2nccs2)n1C (configuration not stated)	-15%	-7%	0.2	2%	-11%	1%	i	-0.5%	-3%

Four entries out of the list, sorted by count of non-hydrogen atoms, high to low:
SMILES	TGFb SMAD3 inh	Nrf2 inh	IL-2 act	EPAC2 ag	HepG2 tox	A549 tox	ATXN viability	Nrf2 activator	ATXN2 expr inh
Cc1ccc(S(=O)(=O)c2nc(-c3ccco3)oc2SCC(=O)Nc2ccc(F)cc2)cc1	-12%	-3%[9.27 µM]	nt	nt	-32%	9%	i	8.2%	-11%
Nc1ncnc2c1ncn2[C@@H]1O[C@H](CNS(=O)(=O)c2cc3ccccc3s2)[C@@H](O)[C@H]1O	12%	-6%	-0.8	1%	3%	-9%	i	-0.5%	0%
CCOC(=O)Cn1c(=O)oc2cc(S(=O)(=O)Nc3cccc(C)c3)ccc21	-8%	6%	-4.5	26%	-7%	-5%	i	1.7%	-10%
CCOc1ccc(N=C(NN)c2ccc3ccccc3n2)cc1	?	?	-5.3	3%	-21%	?	i	0.0%	-16%
